NOD2-RIPK2 inh: NOD2-RIPK2 binding disruptors in cells, primary screen, fluorescence, CHO cells, BLA complementation; CCF4 ratio; inhibition, % at 4.98 µM; 0.38% of 360,000 active; in the data active = inhibition above about 21%;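 also: 0% = vehicle only and 100% = reference blocker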
Target sequence (O43353 whole entry, looked up): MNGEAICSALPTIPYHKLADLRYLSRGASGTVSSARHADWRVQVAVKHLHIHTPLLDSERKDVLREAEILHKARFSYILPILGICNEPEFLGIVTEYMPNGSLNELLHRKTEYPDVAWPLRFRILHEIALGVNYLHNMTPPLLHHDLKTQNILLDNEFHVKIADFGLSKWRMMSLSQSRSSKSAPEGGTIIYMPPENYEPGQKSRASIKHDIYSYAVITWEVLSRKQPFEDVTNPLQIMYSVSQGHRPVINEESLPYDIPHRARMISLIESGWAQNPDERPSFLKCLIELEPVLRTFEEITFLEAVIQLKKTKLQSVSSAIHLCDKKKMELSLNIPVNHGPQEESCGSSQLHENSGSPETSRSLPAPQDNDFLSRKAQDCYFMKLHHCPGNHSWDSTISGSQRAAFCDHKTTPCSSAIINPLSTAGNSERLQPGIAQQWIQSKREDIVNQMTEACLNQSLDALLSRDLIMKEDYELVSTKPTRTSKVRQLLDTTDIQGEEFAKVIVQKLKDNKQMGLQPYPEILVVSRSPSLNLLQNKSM
m5-HT2A agonist: mouse Htr2a agonists via beta-arrestin recruitment, primary screen, cell-based, luminescence; activation, % at 7.6 µM; 0.66% of 360,000 active; AID 624169, 2012; CHO-K1 mHTR2A beta-arrestin complementation; percent of 30 µM serotonin response; 5-hydroxytryptamine receptor 2A (Mus musculus), P35363;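 active = activation above a run cutoff, the mean activation of all tested compounds plus 3 SD, cut at about 14% in these data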;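 also: 0% = plate median of compound wells and 100% = 30 µM serotonin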
Target sequence (P35363 whole entry, looked up): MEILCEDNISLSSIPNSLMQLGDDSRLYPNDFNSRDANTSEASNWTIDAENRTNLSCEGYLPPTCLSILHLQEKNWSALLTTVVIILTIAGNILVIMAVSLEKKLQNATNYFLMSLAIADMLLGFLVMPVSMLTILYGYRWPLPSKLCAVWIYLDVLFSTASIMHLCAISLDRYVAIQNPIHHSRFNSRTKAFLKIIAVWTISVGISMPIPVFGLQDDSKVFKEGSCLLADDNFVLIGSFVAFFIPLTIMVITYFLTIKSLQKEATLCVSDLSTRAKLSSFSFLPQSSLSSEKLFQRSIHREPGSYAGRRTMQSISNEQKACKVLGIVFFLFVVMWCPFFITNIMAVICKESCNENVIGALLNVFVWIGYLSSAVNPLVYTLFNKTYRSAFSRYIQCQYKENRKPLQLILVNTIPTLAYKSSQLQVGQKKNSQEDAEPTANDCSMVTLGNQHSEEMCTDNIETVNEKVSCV
MC4R antag cAMP: MC4R antagonists of cAMP signaling, primary screen, cell-based, TR-FRET, antagonist arm of biased-ligand search | MC4R-expressing cells, MTII-stimulated cAMP, LANCE TR-FRET | inhibition, % at 6.5 µM | 0.48% of 360,000 active;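 active = inhibition above its plate's cutoff, the mean of tested wells on that plate plus 3 SD, cut at about 29% in these data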;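 also: 0% = Melanotan II alone and 100% = Melanotan II plus saturating MCL0020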
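Material – human MC4R-expressing U2OS cells · Repeats – no replicates · Detection – TR-FRET with Eu-cAMP and labeled anti-cAMP, 671 nm · Times – compound 30 min, challenge 1 h, detection 1 h · Compound – single nominal compound dose of 6.5 µM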
NCOA2 inhibitor: inhibition of GAL4-SRC2 driven luciferase reporter, primary screen, SRC2 inhibitor project, cell-based, luminescence; 0.17% of 370,000 active; AID 651957, 2012; Nuclear receptor coactivator 2 (Homo sapiens), Q15596; HEK293 GAL4-SRC2 luciferase reporter; inhibition, % at 9 µM;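 active = inhibition above the mean inhibition of all tested compounds plus 3 SD, set per campaign, cut at about 52% in these data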;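 also: 0% = DMSO treated cells and 100% = cells given Gossypol at 36 µM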
TLR9-MyD88 block: inhibitors of TLR9-MyD88 association in cells, primary screen, cell-based, CHO, BLA complementation, fluorescence; Toll-like receptor 9 (Homo sapiens) + Myeloid differentiation primary response protein …; CCF4 FRET ratio; inhibition, % at 4.98 µM; 0.21% of 340,000 active; AID 504734, 2011;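 active = inhibition above the mean over all tested compounds plus 3 SD, cut at about 21% in these data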;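 also: 0% = DMSO only wells and 100% = clavulanate BLA inhibitor control wells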
H9c2 protect: cardioprotection against H2O2-induced cell death, primary screen, uHTS, H9c2 cells, ATPLite luminescence | H9c2 cardiomyocytes, H2O2 injury protection, 2 h | protection from H2O2 cell death, % at 20 µM | 0.63% of 360,000 active | AID 588492, 2011;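 active = compounds giving at least 50% protection of heart cells from peroxide-induced death in the single-dose screen, raw or plate-pattern-corrected value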;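 also: 0% = DMSO wells with peroxide and 100% = DMSO wells without peroxide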
N-glyco inh: increase of ERlucT glycosylation luciferase signal, primary screen, N-linked glycosylation inhibitor project, D54 ERlucT cells, luminescence, set 2 | D54 ERlucT glycosylation luciferase reporter, 24 h; percent of 100 nM tunicamycin response | reporter increase, % at 12.5 µM | 0.23% of 360,000 active;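 active = mean luciferase reporter signal, scaled so untreated is 0 and the glycosylation-blocking control 100, at or above a set limit in every replicate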;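 also: luciferase carries N-glycosylation sites so blocking glycosylation raises the light; 0% = median of neutral control wells and 100% = median of 100 nM tunicamycin wells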
MC4R ag barr: MC4R agonists recruiting beta-arrestin, primary screen, cell-based, luminescence, agonist arm of biased-ligand search; U2OS MC4R beta-arrestin complementation; percent of melanotan II response, DMSO zero; activation, % at 8.9 µM; 0.98% of 360,000 active; AID 540308, 2011;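 active = activation above a per-plate cutoff, the mean activation of sample wells on that plate plus 3 SD, cut at about 8% in these data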
ABCB6 inh 2: ABCB6 transporter inhibitors, primary screen, K562-ABCB6 cells, flow cytometry, MLPCN library; ATP-binding cassette sub-family B member 6 (Homo sapiens), Q9NP58; K562-ABCB6 porphyrin accumulation, 1 h; active compounds read low; fluorescence ratio to DMSO, % at 10 µM; 0.19% of 360,000 active;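 active = fluorescence ratio to DMSO below 75%, the collection mean minus 3 SD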;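 also: signal is porphyrin accumulated inside mitochondria; 100% equals median channel fluorescence of DMSO control wells; lower ratio means ABCB6 inhibition with less porphyrin fluorescence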
ABHD5-PLIN5 inh: ABHD5-PLIN5 interaction inhibitors, primary screen, cell lysate, split luciferase complementation, luminescence | 0.78% of 360,000 active | Split G. princeps luciferase complementation, 4 h | inhibition, % at 4 µM | Perilipin-5 (Homo sapiens) + 1-acylglycerol-3-phosphate O-acyltransferase ABHD5 (Homo …;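 active = inhibition above the mean inhibition across every tested compound plus 3 SD, cut at about 22% in these data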;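 also: 0% = DMSO only wells and the 100% control is not disclosed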
* hit, by the source's call; . = no result given. The list is partial; rates above refer to the full screens.

SMILES	NOD2-RIPK2 inh	m5-HT2A agonist	MC4R antag cAMP	NCOA2 inhibitor	TLR9-MyD88 block	H9c2 protect	N-glyco inh	MC4R ag barr	ABCB6 inh 2	ABHD5-PLIN5 inh
O=C(Nc1ccccc1-c1nc2ccccc2[nH]c1=O)c1cccs1	-9	2	11	-13	-4	3	1	-0.2	98	0
CCOc1ccc(S(=O)(=O)N2CCN(C(=O)c3cccn3C)CC2)cc1	-7	1	2	6	-14	-11	0	0.2	101	6
CC1CC(Nc2cccc(O)c2)=CC(=O)O1 (configuration not stated)	-5	0	6	4	-5	-1	-1	0.7	96	-2
CCOC1=C2CN(S(=O)(=O)c3ccc(C)cc3)[C@H](c3cccs3)C[C@H]2n2c(=O)n(-c3ccccc3)c(=O)n2C1	-12	-3	.	-26	.	1	-2	.	97	7
O=C(Nc1cccc(C(F)(F)F)c1)C1CC(=O)N(CCc2ccccc2)C1 (configuration not stated)	4	-6	-4	-6	4	-4	1	-3.8	87	0
CC(C)CN(C(=O)CCNC(=O)c1ccc(Cl)cc1)c1c(N)n(CC(C)C)c(=O)[nH]c1=O	-11	11	2	-46	-15	-7	1	-1.0	100	3
COCCCn1c(SCC(=O)Nc2cccc(C(=O)OC)c2)nnc1-c1ccncc1	-4	5	0	-8	-5	2	2	-0.5	106	0
Cc1ccc(N2C(=O)CC(SCC(=O)Nc3ccc(S(N)(=O)=O)cc3)C2=O)cc1 (configuration not stated)	5	-4	9	-22	5	-2	0	1.0	101	-9
COc1cccc(CNC(=O)COc2cc(O)c3c(c2)OC(C)(C)CC3=O)c1	6	4	3	11	-2	5	-1	-0.5	96	2
O=C(NC1CCCCC1)C1CCN(c2cnccn2)CC1	-1	0	-1	3	-15	9	0	-1.8	95	-4
CCN(CC(=O)Nc1cc(Cl)ccc1C)C(=O)c1oc2ccc(OC)cc2c1C	-2	3	12	-15	5	-2	-1	-0.6	93	6
Cc1onc(-c2c(F)cccc2Cl)c1C(=O)N(C)CC(=O)Nc1cccc(F)c1	-9	-1	-1	-10	-16	-2	2	-1.5	96	2
O=C(c1coc2ccc(O)c(CN3CCOCC3)c12)C1CC1	1	4	13	-15	7	7	1	-0.9	88	0
COc1ccc(S(=O)(=O)N2CCCCCC2)cc1C(=O)N(C)Cc1ccc(C(C)(C)C)cc1	-8	-5	10	-18	-4	-7	-5	-4.8	95	2
O=C(O)C(Cc1ccccc1)N1Cc2ccccc2C1=O (configuration not stated)	-10	-3	-2	-22	-8	10	-1	-1.7	82	-1
COC(=O)N(NC(=O)C(O)(c1ccccc1)c1ccccc1)c1ccccc1	-5	3	5	-3	-4	0	2	-0.5	101	3
Cc1cc(=O)oc2c(C)c(OCC(=O)NCCc3ccc(S(N)(=O)=O)cc3)ccc12	8	-7	1	-17	-13	0	2	-0.1	107	-8
CCOc1ccc(NC(=O)CSc2nncc(=O)[nH]2)cc1	-7	-2	18	-24	-2	-2	2	-0.8	92	0
CC(=O)Cc1nsc(NC(=O)c2oc(-c3ccccc3Cl)cc2C)n1	-17	4	1	8	2	-2	4	4.4	98	17
CSc1ccccc1-c1cnc(NC(C)=O)cn1	-4	3	0	-29	.	-3	1	-0.6	101	0

6 records picked at random from those above, as already listed:
SMILES	NOD2-RIPK2 inh	m5-HT2A agonist	MC4R antag cAMP	NCOA2 inhibitor	TLR9-MyD88 block	H9c2 protect	N-glyco inh	MC4R ag barr	ABCB6 inh 2	ABHD5-PLIN5 inh
COC(=O)N(NC(=O)C(O)(c1ccccc1)c1ccccc1)c1ccccc1	-5	3	5	-3	-4	0	2	-0.5	101	3
CC1CC(Nc2cccc(O)c2)=CC(=O)O1 (configuration not stated)	-5	0	6	4	-5	-1	-1	0.7	96	-2
COc1cccc(CNC(=O)COc2cc(O)c3c(c2)OC(C)(C)CC3=O)c1	6	4	3	11	-2	5	-1	-0.5	96	2
CC(=O)Cc1nsc(NC(=O)c2oc(-c3ccccc3Cl)cc2C)n1	-17	4	1	8	2	-2	4	4.4	98	17
O=C(Nc1ccccc1-c1nc2ccccc2[nH]c1=O)c1cccs1	-9	2	11	-13	-4	3	1	-0.2	98	0
COCCCn1c(SCC(=O)Nc2cccc(C(=O)OC)c2)nnc1-c1ccncc1	-4	5	0	-8	-5	2	2	-0.5	106	0

(further entries)
SMILES	NOD2-RIPK2 inh	m5-HT2A agonist	MC4R antag cAMP	NCOA2 inhibitor	TLR9-MyD88 block	H9c2 protect	N-glyco inh	MC4R ag barr	ABCB6 inh 2	ABHD5-PLIN5 inh
CN1CCN(C(=O)CN2C(=O)COc3ccc(S(=O)(=O)N4CCOCC4)cc32)CC1	-11	18*	-2	7	5	0	4	-2.5	98	1
CCCn1c2ccc(F)cc2c2nnc(SCCN3CCCCC3)nc21	0	-8	-2	21	-14	8	-6	-2.3	96	-6
Cc1c(C(=O)NCc2cccnc2)oc2ccccc12	-11	-1	6	9	-1	4	2	0.6	101	2
CCn1cc(C(=O)NCc2ccccc2)c(=O)c2cc(F)c(N3CCN(C(=O)c4ccco4)CC3)cc21	0	2	13	-2	7	-5	-4	0.8	175	2
CS(=O)(=O)NCc1ccc(C(=O)NC2CCCCC2)cc1	0	1	4	.	2	-3	1	-1.1	96	6
COc1ccc(CSc2nnc3[nH]c(=O)cc(N)n23)cc1	-6	4	-8	-10	0	9	0	2.4	110	15
Cc1ccc(NC(=O)c2cc([N+](=O)[O-])ccc2N2CCOCC2)cc1S(=O)(=O)N(C)C	-12	-7	24	14	-3	16	-2	1.6	99	3
CCOC(=O)C1CCCN(C(=O)C2CCCN(S(=O)(=O)c3ccc4c(c3)oc(=O)n4C)C2)C1 (configuration not stated)	2	6	-8	19	-6	3	0	-1.4	98	-3
CN(CCc1ccccc1)C(=O)c1ccc(NC(=O)Cc2cccc(NC(=O)C3CCN(C(=O)C4CCC4)CC3)c2)cc1	-4	-7	2	-7	-4	-11	0	-0.1	96	6
Cc1oc(-c2ccccc2Cl)nc1CSCC(=O)N1CCCC1	4	-6	3	4	-2	2	-15	-0.6	91	5
COc1ccc(C2=NOC(COc3ccc([N+](=O)[O-])cc3)C2)cc1 (configuration not stated)	-7	2	3	5	-3	-5	-1	1.8	100	-5
COc1ccc(Br)c(C(=O)OCC(=O)NC2CCCCCCC2)c1	-3	-1	0	-3	5	2	2	0.5	100	-4
CC(=O)N1CCN(c2ccc(NC(=O)c3ccco3)cc2Cl)CC1	7	3	5	-11	-2	1	2	0.0	97	1
Cc1ccccc1CNC(=O)CC1C(=O)NCCN1Cc1c(F)cccc1Cl (configuration not stated)	-4	2	-3	2	-7	2	-3	-0.5	95	-4
O=C(NCC(c1ccc(F)cc1)N1CCOCC1)c1ccccc1F (configuration not stated)	-7	5	1	-11	-11	3	0	0.7	99	9
COc1cc(/C=N/NC(=O)C(Cc2c[nH]c3ccccc23)NC(=O)OCC(C)C)cc([N+](=O)[O-])c1OCc1ccccc1 (configuration not stated)	-4	3	-2	-3	-1	5	3	-2.7	100	3
CCCCNC(=O)CSc1nc(CCC)nc2ccccc12	5	-3	11	0	9	-4	3	-2.2	92	1
CCC1=Nc2ccc(Br)cc2C(c2ccccc2)N1CC(=O)OC (configuration not stated)	6	0	7	26	-2	11	5	-2.2	83	4
Cc1nn(Cc2ccccc2Cl)c(C)c1C(=O)N1CCN(c2ccccc2)CC1	4	-4	-4	-22	-3	0	-1	3.3	102	7
NS(=O)(=O)c1ccc(NC(=O)c2ccc3nccnc3c2)cc1	-3	-3	-1	7	.	3	2	0.2	100	-2
O=C(CCN1C(=O)c2ccccc2C1=O)Nc1cccc(S(=O)(=O)NC2=NCCC2)c1	-6	0	4	-17	7	5	-1	-0.5	101	3
N/C(=N\OC(=O)Cc1cccs1)c1ccc(Cl)cc1	7	-1	-7	-11	-5	-6	-2	-0.6	97	-6
CC1CCN(C2=C(NS(=O)(=O)c3ccccc3)C(=O)c3ccccc3C2=O)CC1	-11	6	4	12	-29	-2	5	-1.1	96	-5
CCN1CCN(c2oc(-c3ccc([N+](=O)[O-])cc3)nc2C#N)CC1	-2	3	15	-7	.	-2	2	-2.4	105	0
CCOC(=O)c1sc(N)c(C(N)=O)c1C	-4	2	7	9	.	0	-1	-0.5	89	-5
Cc1cc(C)c2nc(C)cc(N/N=C/c3ccc(O)cc3)c2c1	7	-7	7	-67	2	-20	-21	2.4	99	5
O=C(COc1ccc(F)cc1Cl)Nc1cc(S(=O)(=O)N2CCOCC2)ccc1N1CCCCC1	-1	3	8	13	1	-5	-8	-1.6	95	-2
S=C(Nc1ccc(Nc2ccccc2)cc1)NC1CCCCCC1	-2	-1	16	15	8	-10	-6	0.0	95	2
CC1(C)Cc2noc(N)c2C(C)(C)N1O	2	4	7	4	8	0	3	0.3	95	5
Brc1ccccc1-c1ccccc1	-1	6	3	-4	-2	-1	-1	1.6	102	4

Bioassay records as filed in PubChem BioAssay.
